# Bioassay records (PubChem)
# PAFAH2 inh – inhibitors of human PAFAH2; Q99487; recombinant PAFAH2, FP-rhodamine activity probe, fluorescence polarization; inhibition, % at 3.39 µM; 0.99% of 340,000 active; AID 492956;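 active = inhibition above the mean over all tested compounds plus 3 SD, cut at about 30% in these data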;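 also: inhibitors block probe labeling of enzyme so polarization drops; 0% = enzyme with DMSO and 100% = wells lacking PAFAH2 protein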
# LYPLA1 inh – LYPLA1 (human) inhibition in PME1 counter-screen. inhibition, % at 5.9 µM. O75608. recombinant LYPLA1, FP-Rh probe fluorescence polarization. AID 2174. 0.16% of 320,000 active;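 active = inhibition above the mean of all tested compounds plus 3 SD, set per campaign, cut at about 14% in these data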;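 also: inhibitors block serine hydrolase probe labeling of LYPLA1 so polarization falls; 0% = enzyme with DMSO and 100% = wells lacking LYPLA1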
# Target sequence (O75608 whole entry, looked up): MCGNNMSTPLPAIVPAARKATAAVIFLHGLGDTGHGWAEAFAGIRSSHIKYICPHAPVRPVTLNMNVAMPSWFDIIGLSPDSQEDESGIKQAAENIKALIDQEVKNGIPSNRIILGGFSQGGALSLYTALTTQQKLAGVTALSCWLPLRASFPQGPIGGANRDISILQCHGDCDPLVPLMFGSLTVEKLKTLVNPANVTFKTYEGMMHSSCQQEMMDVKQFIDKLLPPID
# PAFAH1B2 inh – blocks human PAF acetylhydrolase 1b catalytic subunit 2 | P68402 | recombinant PAFAH1B2, FP-rhodamine activity probe, fluorescence polarization | inhibition, % at 3.39 µM | 1.2% of 340,000 active;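 active = inhibition above the mean of all tested compounds plus 3 SD, cut at about 24% in these data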;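 also: 0% = enzyme with DMSO and 100% = wells lacking PAFAH1B2; many of its hits are not listed in these tables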
# LYPLA2 inh – LYPLA2 (human) inhibition in PME1 counter-screen; O95372; recombinant LYPLA2, FP-Rh probe fluorescence polarization; inhibition, % at 5.9 µM; 0.38% of 320,000 active; AID 2177;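 active = inhibition above the screen-wide mean plus 3 SD, limit set per campaign, cut at about 26% in these data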;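 also: 0% = LYPLA2 with DMSO and 100% = wells lacking LYPLA2 enzyme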
# pPAFAH inh – inhibitors of human plasma PAF acetylhydrolase (pPAFAH) | recombinant pPAFAH, FP-rhodamine probe fluorescence polarization | inhibition, % at 3.39 µM | 1.5% of 330,000 active;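 active = inhibition above the mean inhibition across the screen plus 3 SD, cut at about 25% in these data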;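 also: inhibitors block binding of the rhodamine activity-based probe so polarization drops; 0% = enzyme with DMSO and 100% = wells lacking pPAFAH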
# PAFAH1B3 inh – PAFAH1B3 (human) inhibition. recombinant PAFAH1B3, FP-rhodamine probe, fluorescence polarization. inhibition, % at 3.39 µM. 0.28% of 340,000 active. AID 492972;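 active = inhibition above the screen-wide average of all tested compounds plus 3 SD, cut at about 25% in these data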;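 also: 0% = enzyme with DMSO only and 100% = wells lacking PAFAH1B3 protein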
# ZTA counter – ZTA (EBV) inhibition in EBNA-1 counter-screen; P03206; ZTA-DNA binding, fluorescence polarization; inhibition, % at 11 µM; 0.15% of 320,000 active; AID 2234; in the data active = inhibition above about 33%
# EBNA-1 inhibitor – blocks EBNA-1 binding to DNA. inhibition, % at 14.8 µM. 0.34% of 300,000 active. EBNA-1 DNA binding, fluorescence polarization; in the data active = inhibition above about 28%
# PREPL inh – inhibitors of human prolyl oligopeptidase-like enzyme PREPL; Q4J6C6; recombinant PREPL, fluorescence polarization activity-based probe; inhibition, % at 5.96 µM; 0.68% of 320,000 active; AID 2751; in the data active = inhibition above about 43%;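 also: 0% = enzyme with DMSO and 100% = wells lacking enzyme; many of its hits are not listed in these tables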
# Target sequence (Q4J6C6 whole entry, looked up): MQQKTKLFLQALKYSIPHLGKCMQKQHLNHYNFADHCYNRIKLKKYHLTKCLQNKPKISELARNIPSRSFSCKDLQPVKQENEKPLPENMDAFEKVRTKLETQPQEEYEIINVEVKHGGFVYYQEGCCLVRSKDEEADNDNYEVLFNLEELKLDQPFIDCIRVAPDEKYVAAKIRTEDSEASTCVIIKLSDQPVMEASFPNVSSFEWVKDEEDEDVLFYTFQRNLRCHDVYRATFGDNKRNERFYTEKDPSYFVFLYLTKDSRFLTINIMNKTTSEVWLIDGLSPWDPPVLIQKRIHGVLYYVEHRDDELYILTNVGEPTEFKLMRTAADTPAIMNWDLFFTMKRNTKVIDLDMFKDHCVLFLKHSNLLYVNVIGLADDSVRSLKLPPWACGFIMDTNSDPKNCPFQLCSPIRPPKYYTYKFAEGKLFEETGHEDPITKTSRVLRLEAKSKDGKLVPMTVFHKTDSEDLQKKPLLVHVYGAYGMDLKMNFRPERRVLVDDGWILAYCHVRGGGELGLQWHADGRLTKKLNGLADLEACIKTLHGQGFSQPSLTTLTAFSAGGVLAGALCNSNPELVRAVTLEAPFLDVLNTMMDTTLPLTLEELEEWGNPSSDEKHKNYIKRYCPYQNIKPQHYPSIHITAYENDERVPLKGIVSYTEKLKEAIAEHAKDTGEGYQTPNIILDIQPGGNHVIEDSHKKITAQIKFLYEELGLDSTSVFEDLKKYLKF
# The depositor's hits bear a star; . = no result given.
# Value order: PAFAH2 inh	LYPLA2 inh	ZTA counter	EBNA-1 inhibitor	pPAFAH inh	PAFAH1B3 inh	PAFAH1B2 inh	LYPLA1 inh	PREPL inh
- Cc1onc(-c2ccccc2)c1C(=O)OCCOc1ccc([N+](=O)[O-])cc1[N+](=O)[O-]
→ 17	15	-3	-4	7	17	14	4	-1
- COC(=O)c1c(-c2cccc3ccccc23)csc1NC(=O)Cc1ccc(OC)c(OC)c1
→ 1	-12	14	5	0	-2	0	-4	-7
- Oc1ccc(-c2nccc(-c3ccc(Br)cc3)n2)cc1
→ -2	-10	-5	-1	-2	0	-5	-16	-5
- O=C(Nc1nccs1)c1ccc(S(=O)(=O)NCc2cccs2)cc1
→ -4	-2	-26	7	-1	4	1	-4	12
- CCOc1ccc(C(=O)NCC(=O)NCCOc2ccc(C)cc2)cc1
→ -3	9	-5	-3	1	4	-2	6	-14
- CN(Cc1ccccc1)C(=O)C1CCN(S(=O)(=O)c2ccc3nc4c(c(C(=O)O)c3c2)CCCC4)CC1
→ 2	8	17	-19	16	4	-1	-6	6
- CC(C(=O)Nc1cccc([N+](=O)[O-])c1)N1CCN(C/C=C/c2ccccc2)CC1 (configuration not stated)
→ -4	4	-14	-5	1	0	0	1	14
- O=C(NC1CCCCC1)c1ccc(CS(=O)(=O)Cc2ccccc2F)o1
→ 8	15	2	1	20	5	1	6	1
- O=C1N=NC(=O)N1c1ccccc1
→ 1	0	-12	0	6	3	7	-3	6
- O=C1c2ccccc2C(=O)N1C(CO)C(O)c1ccc([N+](=O)[O-])cc1 (configuration not stated)
→ -6	9	14	7	1	11	1	3	-1
- CCOC(=O)c1c(NCC2CCCO2)c2ccccc2[nH]c1=O (configuration not stated)
→ 10	-2	1	-6	-3	5	2	-2	10
- CC(=O)O[C@H]1CC[C@@]2(C)C(CCC3C2CC[C@]2(C)OC(=O)CCC32)C1 (some centres not stated)
→ -3	3	-5	6	1	5	1	1	-4
- O=C(Cc1ccccc1)Nc1ccc(N2CCOCC2)cc1N1CCOCC1
→ 7	7	-4	-4	17	-2	2	3	5
- O=C(CCN1C(=O)c2cccc3cccc(c23)C1=O)NCC1CCCO1 (configuration not stated)
→ 2	3	4	-7	5	1	0	7	9
- COc1ccc(OC)c(S(=O)(=O)NC(C)CCc2ccccc2)c1 (configuration not stated)
→ 2	0	-1	3	6	2	17	-4	4
- CCOC(=O)C1=NN(c2ccccc2)C(=O)C1
→ -6	6	5	-3	-2	7	1	0	18
- Nn1c(SCc2cccc(F)c2)nnc1-c1ccncc1
→ .	0	4	4	2	.	.	1	5
- CC(C)(C)C(=O)Nc1nc2cc3c(cc2s1)OCO3
→ -7	-4	6	14	1	6	4	7	-5
- C=CCS(=O)(=O)c1nc2ccccc2s1
→ 0	8	0	0	2	12	0	3	-11
- Nc1nc(-c2ccccc2)cc(N2CCCCC2)n1
→ -3	9	-2	6	7	0	4	2	-18
- O=C(NCCN1CCN(C(=O)c2cccc(OC(F)F)c2)CC1)c1cccc(OC(F)F)c1
→ 3	.	.	.	8	9	2	.	1
- CCOC(=O)C1CCN(C(=O)CCS(=O)(=O)c2ccc3c(c2)n(C)c(=O)c(=O)n3C)CC1
→ -7	-1	3	4	-3	5	-1	0	3
- Cc1ccc(S(=O)(=O)N2CCN(C(=O)c3n[nH]c(=O)c4ccccc34)CC2)c(C)c1
→ -5	3	19	.	0	-1	4	-1	6
- O=C(Nc1nncs1)c1c(F)c(F)c(F)c(F)c1F
→ 2	6	9	-6	3	5	-3	-1	-3
- O=C(Nc1ccccc1F)c1ccc(-c2cccc([N+](=O)[O-])c2)o1
→ 2	-2	-11	-7	5	-1	2	-1	5
- COC(=O)NC(=S)N1CCOCC1
→ -3	9	-11	-5	4	0	3	1	-2
- S=c1[nH]ccn1-c1ccc(Cl)cc1
→ -2	-3	-11	1	-2	7	3	-3	9
- CC(=O)N1N=C(c2cccc([N+](=O)[O-])c2)OC1c1cccc(Br)c1 (configuration not stated)
→ 4	3	3	-24	0	7	7	0	3
- CCN(CC(=O)Nc1c(C(=O)OC)[nH]c2ccc(C)cc12)c1ccc2c(c1)OCO2
→ 7	4	-10	1	9	5	13	-2	21
- COc1ccc2[nH]c3c(c2c1)CCN1C(=O)C(CC(=O)NCC24CC5CC(CC(C5)C2)C4)C[C@H](C(=O)N2CCCCC2)[C@@]31C (some centres not stated)
→ -3	.	.	.	6	5	7	.	.
- CCc1ccc(NC(=O)C(=O)NCC(O)c2ccccc2)cc1 (configuration not stated)
→ -5	4	-16	12	-1	8	1	-1	10
- CC1(C)CC(=O)C2=C(C1)NC1=C(C(=O)c3ccccc31)C2c1ccc(Cl)cc1 (configuration not stated)
→ -6	-3	7	-6	13	21	8	-10	39
- O=C(O)C1C2C=CC(O2)C1C(=O)Nc1ccccc1C(F)(F)F (configuration not stated)
→ -9	-1	-4	0	-4	0	1	-2	7
- O=C(CN1C(=O)C2CCCCC2C1=O)Nc1ccc(S(=O)(=O)Nc2ncccn2)cc1 (configuration not stated)
→ 1	3	8	1	2	3	7	-1	-2
- Cc1cc(C)nc(N2CCCC(C(=O)Nc3ccc4c(c3)OCO4)C2)n1 (configuration not stated)
→ 3	-2	7	-11	-2	1	2	-4	17
- Cc1cc(C)n2nc(-c3ccc(Br)cc3)cc2n1
→ 4	-3	5	-1	6	10	2	0	-29
- CCCCc1nc2n[nH]c(N)c2c2c1CCCC2
→ 0	6	-1	0	5	5	1	2	3
- CC(C)(C)OC(=O)N1CCN(C(=O)c2nc[nH]c2C(=O)N2CCN(c3ccccc3)CC2)CC1
→ -1	-6	6	.	4	5	0	1	11
- Cc1ccc(NC(=O)CS(=O)CC(=O)Nc2ccc(N3CCOCC3)cc2)cc1Cl (configuration not stated)
→ -56	5	1	2	14	-9	3	0	31
- Cc1c(OC(C)C(=O)NCc2ccncc2)ccc2c3c(c(=O)oc12)CCCC3 (configuration not stated)
→ 5	1	-9	-7	3	7	8	1	25
- COc1ccccc1CNc1n[nH]c(NCc2ccccc2OC)n1
→ 4	0	-11	8	8	9	6	-2	14
- CC(C)=CCN1CCN(Cc2c(C)nn(C)c2Cl)CC1CCO (configuration not stated)
→ 5	-3	-16	1	-2	7	7	-4	9
- CCN(CC)S(=O)(=O)c1cccc(-c2nnc(SCc3ncc(-c4ccccc4)o3)n2C)c1
→ -3	2	-8	0	5	10	4	-4	31
- O=C(Nc1nnc(-c2ccc(Br)cc2)o1)c1ccco1
→ 7	1	-5	-3	10	6	3	0	-6
- Cc1ccc(C(=O)N2CCN(c3ccc(NC(=O)c4cccnc4)cc3)CC2)cc1
→ -1	17	12	7	9	-3	5	0	12
- CCCOCC(O)CCc1n[nH]c(=S)n1-c1ccccc1 (configuration not stated)
→ 5	-4	4	-6	-3	4	5	-1	10
- COc1cc2c(cc1OC)C(c1cccs1)N(C(=O)c1ccncc1)CC2 (configuration not stated)
→ 0	1	26	13	6	10	5	1	1
- Cc1ccccc1CS(=O)(=O)CCC(=O)N1CCN(c2ccc(N3CCOCC3)nn2)CC1
→ 24	-3	1	0	27*	0	0	-2	5
- COc1ccc(NC(=O)CSc2nc(C3CC3)nc3ccccc23)c(OC)c1
→ -1	10	-4	-3	1	13	2	4	2
- Cc1nc(NCCOc2ccccc2)sc1C(=O)Nc1ccccc1
→ 12	2	0	10	4	0	4	1	4
- O=C(CCc1ccccc1)Nc1ccc(N2CCOCC2)cc1
→ 12	2	21	7	11	5	-1	2	22
- CNCc1cn2cc(Cl)ccc2n1
→ 0	0	4	15	4	5	1	0	0
- O=C(CN1CCN(S(=O)(=O)c2ccccc2)CC1)Nc1ccc([N+](=O)[O-])cc1
→ 3	-2	-7	-4	-6	16	9	-3	-8
- Cc1cc(Cl)c(O)c(-n2nc3ccccc3n2)c1
→ -1	3	-9	2	3	-3	2	-1	-3
- Cc1c(C(=O)N(C)CCCCN2CCOCC2)oc2c(F)cccc12
→ 0	7	13	1	1	4	4	5	2
- COc1ccc(S(=O)(=O)N2CCCCCC2)cc1C(=O)N(C)CC(=O)Nc1ccc(F)cc1
→ 5	-2	4	-3	-2	-1	-1	5	15
- O=C(O/N=C(\c1ccccc1)c1ccccn1)c1ccc(Cl)c(Cl)c1
→ 15	4	8	7	6	-2	4	3	29
- NC(=O)[C@H]1CC2(CC(c3cccc(NC(=O)[C@H]4CCC(=O)N4)c3)=NO2)CN1C(=O)CC(c1ccccc1)c1ccccc1 (some centres not stated)
→ .	5	-11	1	2	.	.	1	-4
- COc1cc(NS(=O)(=O)c2ccc(NC(=S)NC(=O)/C=C/c3ccc(F)cc3)cc2)ncn1
→ -5	0	3	-8	-2	6	4	-3	-1
- CCCCN(C)CCNC(=O)c1ccc(Cn2c(=S)[nH]c3ccc(Br)cc3c2=O)cc1
→ 6	2	4	0	-1	3	-3	-3	-3

# Following part:
# Value order: PAFAH2 inh	LYPLA2 inh	ZTA counter	EBNA-1 inhibitor	pPAFAH inh	PAFAH1B3 inh	PAFAH1B2 inh	LYPLA1 inh	PREPL inh
- CCCCSc1nc(SCC(=O)NCc2ccco2)c2c3c(sc2n1)COC(C)(CC)C3 (configuration not stated)
→ -3	-8	-8	-6	6	-10	1	-3	-6
- COC(=O)c1ccc(NC(=S)Nc2ccccc2)cc1
→ 0	12	-6	-11	3	-3	1	3	11
- O=c1nc(Nc2cccc(Cl)c2)oc2cc(Cl)oc(=O)c12
→ -18	-7	3	-6	7	-4	-10	-13	0
- COc1ccc(/C=C/C(=O)NCC2COc3ccccc3O2)cc1OC (configuration not stated)
→ 3	2	-8	4	5	3	1	2	-18
- COc1cccc(N2CCN(C(=O)CN(c3cc(C)cc(C)c3)S(=O)(=O)c3c(C)noc3C)CC2)c1
→ -8	9	0	-13	5	3	3	4	18
- CCN(CC)c1ccc(C2C(C(=O)OC(C)C)C(=O)CC(C)(O)C2C(=O)OC(C)C)cc1 (configuration not stated)
→ 1	6	32	20	5	8	0	2	4
- CCOc1cc(S(=O)(=O)N2CCC(C(N)=O)CC2)ccc1F
→ 1	3	14	-10	-3	2	2	1	15
- CCOc1ccc(S(=O)(=O)/N=C(/Nc2ccc(C(C)=O)cc2)c2ccccc2)cc1
→ 57*	.	.	.	8	9	-1	.	-2
- CCOC(=O)N1CCN(c2cc(N)c([N+](=O)[O-])cc2F)CC1
→ -3	-1	-5	3	8	2	-2	0	5
- CN(C(=O)c1nn(C)c2c1CS(=O)(=O)c1ccccc1-2)c1cccc(Cl)c1
→ -7	2	-9	1	1	5	2	2	-3
- COCc1ccc(C(=O)N2CCCC(Nc3ccc(C(C)C)cc3)C2)o1 (configuration not stated)
→ 3	7	6	9	6	11	11	2	9
- CCOC(=O)C1CCN(C(=O)COC(=O)C2CCN(S(=O)(=O)c3ccc4c(c3)OCCO4)CC2)CC1
→ 3	3	2	-5	4	11	1	3	0
- O=C(Cc1ccc(Br)cc1)N1CCN(c2ccccn2)CC1
→ 10	-8	1	-13	-5	0	7	3	-5

# This is a subset, so the mix of outcomes need not match the whole.
